mcGAS RapidFire: inhibitors of Mus musculus cyclic GMP-AMP synthase, initial high-throughput assay, cell-free, RapidFire MS. Q8C6L5. recombinant mouse cGAS, cGAMP by RapidFire MS. inhibition, % at 12.5 µM. 130,000 tested, 0.18% active. AID 1259397, 2018;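 active means inhibition of cGAS enzyme activity at or above 60%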;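 further: enzyme stimulated by 45 bp dsDNA with ATP and GTP substrates; cGAMP share of summed cGAMP plus half ATP and half GTP signals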
Target sequence (Q8C6L5 whole entry, looked up): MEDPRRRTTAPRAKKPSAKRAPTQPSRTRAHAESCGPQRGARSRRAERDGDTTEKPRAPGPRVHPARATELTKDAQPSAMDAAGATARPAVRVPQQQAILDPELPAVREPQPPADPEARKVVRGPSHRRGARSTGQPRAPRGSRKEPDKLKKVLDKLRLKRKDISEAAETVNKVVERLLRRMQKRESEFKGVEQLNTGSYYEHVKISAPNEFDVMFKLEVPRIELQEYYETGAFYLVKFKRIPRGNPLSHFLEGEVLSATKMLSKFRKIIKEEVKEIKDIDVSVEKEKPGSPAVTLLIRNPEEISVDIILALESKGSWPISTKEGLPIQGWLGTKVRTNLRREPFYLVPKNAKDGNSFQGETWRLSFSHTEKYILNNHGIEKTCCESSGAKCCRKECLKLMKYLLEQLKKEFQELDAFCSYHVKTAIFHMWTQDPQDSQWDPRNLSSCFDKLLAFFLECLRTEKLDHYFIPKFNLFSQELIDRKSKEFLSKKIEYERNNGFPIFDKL
* hit, by the source's call. Some of the compounds tested; rates above refer to the full screens.

| mcGAS RapidFire | Compound |
| --- | --- |
| -10 | Cc1nc(CCNC(=O)c2cccc(C#CC(C)(C)O)c2)nc2c1CCC2 |
| 2 | CC(C)CCOc1ccc(CNCC(C)(C)N(C)C)cc1 |
| 1 | Cc1cccc(-n2c(C)nnc2SCCO)c1 |
| -9 | COc1ccc(-c2ccc(CNCCNCC(C)O)o2)cc1Cl (stereo unspecified) |
| -33 | C=CCN(C)Cc1cccc(C(=O)Nc2cnn(C)c2)c1 |
| 4 | COC(CNC(=O)C1CCCC1)C(C)C (stereo unspecified) |
| -18 | O=C(c1ccc2ncsc2c1)N(C/C=C/c1ccccc1)CCO |
| -13 | CC(=O)C1=C(O)C(=O)N(c2nnn(C)n2)C1c1cccs1 (stereo unspecified) |
| -1 | CCC(C)c1ccc(NC(=S)Nc2cn(CC)nc2C(N)=O)cc1 (stereo unspecified) |
| 2 | COc1ccc(N2CCCn3c2nc2c3c(=O)n(CC(C)C)c(=O)n2C)c(OC)c1 |
| -2 | COc1ccc(OCCCOc2cccc(Cl)c2Cl)cc1 |
| 4 | O=C(NCC1CCCN(C(=O)c2cnsn2)C1)c1ccc(-c2ccccc2)cc1 (stereo unspecified) |
| -8 | CCCCc1nc(C(N)=O)c2[nH]c(=O)n(-c3ccccc3F)c2n1 |
| -7 | CN(Cc1csc(-c2ccccc2)n1)C(=O)CC1COCCN1 (stereo unspecified) |
| -5 | CN1CC2(CCCN(C(=O)Cn3ccnc3)CC2)OC1=O (stereo unspecified) |
| -10 | C1CNCCN1 |
| -13 | Cc1cc(C(=O)N2CCC2(C)C(=O)NS(=O)(=O)c2cccc(Cl)c2)nn1C (stereo unspecified) |
| -6 | Cc1cc(N2CC34C=CC(O3)C(C(=O)NOCc3ccccc3)C4C2=O)no1 (stereo unspecified) |
| 3 | C=CCN(CC=C)S(=O)(=O)c1ccc(C(=O)Nc2nnc(-c3cc(Cl)ccc3Cl)o2)cc1 |
| -49 | Cc1ccccc1Cc1nnc(CN(CC(C)O)c2ccccc2)o1 (stereo unspecified) |
| 12 | Cc1nc2sc3c(c2c2ncnn12)CCCC3 |
| -2 | CC(C)NC(=O)c1cc(=O)c(OCc2ccccc2)cn1C |
| 2 | N#Cc1ccc(NS(=O)(=O)/C=C/c2ccc(Cl)cc2)nc1 |
| -16 | O=C(O)[C@H]1C[C@@H](O)CCN1S(=O)(=O)c1ccccc1Cl |
| -36 | CCOc1cc(-c2cn(S(=O)(=O)c3cccc4nsnc34)nc2N)cc(OCC)c1OCC |
| 5 | Cc1cc(NC(=O)NC(C)(C)c2nc(C)c(C)s2)no1 |
| 1 | COc1ccc(-c2nc(-c3ccc(F)cc3)c(C)s2)c(OC)c1 |
| 4 | Cc1cnc(N2CCCC(c3ccccc3)C2)nc1-c1ncnn1C (stereo unspecified) |
| -3 | CCNC(=S)NN=Cc1ccc(C)s1 |
| -4 | CNCc1cn[nH]c1-c1ccccc1 |
| -6 | Cc1ccc(C)c(C(O)c2ncc(-c3cccc4ccccc34)[nH]2)c1 (stereo unspecified) |
| 3 | COC(=O)c1ccc(Oc2cc(C)nc(-n3nc(C)cc3C)n2)cc1 |
| -27 | O=C(c1ccc(NS(=O)(=O)c2ccccc2)cc1)N1CCN(C2CCS(=O)(=O)C2)CC1 (stereo unspecified) |
| -9 | Cc1cnccc1N1CCCN(C(=O)c2cc(C3CC3)[nH]n2)CC1 |
| -7 | C=CCNC(=O)c1ccccc1NS(=O)(=O)N1CCc2ccccc2C1 |
| -9 | COC(=O)Cn1c(=O)c2c(nc3n(-c4ccc(C(F)(F)F)cc4)c(C)c(C)n23)n(C)c1=O |
| -2 | O=C(Cn1c(=O)[nH]c2ccccc2c1=O)NCc1nc2ccccc2[nH]1 |
| -5 | Cc1cc(C(=O)Nc2nc3c(F)cc(F)cc3s2)n(C)n1 |
| -6 | COc1ncccc1NC(=O)NC1(c2ccc(Cl)cc2)CCC1 |
| -8 | CC1=NOC(C)(C(=O)N2CCC(O)(c3ccc(C)cn3)CC2)C1 (stereo unspecified) |
| -9 | CCCCN(CC)c1ncnc2sc(C)cc12 |
| -18 | Cc1ccc(-c2cn3c(n2)CCC3)cc1 |
| -12 | COc1ccc(Cn2cc(C(=O)N3CCCC3c3nc(C(C)C)no3)nn2)cc1 (stereo unspecified) |
| -4 | N#CC1C(=N)n2c(s/c(=C\c3ccccc3F)c2=O)=C(C(N)=O)C1c1ccccc1F (stereo unspecified) |
| -12 | O=C(Cc1ccc(O)c(Cl)c1)N1CCCn2cncc2C1 |
| -5 | C#CCn1c(=NC(=O)c2ccc3ncsc3c2)sc2cc(S(C)(=O)=O)ccc21 |
| -4 | CO[C@H]1CN(C(=O)CCCCc2ccccc2)CC[C@H]1N |
| -33 | CCSCCC(C)NC(=O)NC1CCN(C)CC1 (stereo unspecified) |
| 50 | CCOP(=O)(OCC)C(N=C1C(=O)Nc2ccccc21)C(F)(F)F (stereo unspecified) |
| -1 | CN(C)CCN1C(=O)C2C3c4ccccc4C([N+](=O)[O-])(c4ccccc43)C2C1=O (stereo unspecified) |
| 5 | CC(C)(C)OC(=O)Nc1cc2ccccc2cc1C(=O)O |
| -3 | CCCCn1c(SCC(=O)NC2CC2)nc2cc(S(N)(=O)=O)ccc21 |
| 1 | Cc1cc(NC(=O)COC(=O)c2ccoc2)ccc1Br |
| -4 | CN(C1CC1)S(=O)(=O)c1c(Cl)cc(Br)cc1Cl |
| 0 | N#CC(=Cc1ccco1)c1nc(-c2ccccc2)cs1 |
| 2 | CCOC(=O)Cn1ncc2c1CCN(C(=O)Cc1ccc(F)c(F)c1)C2 |
| -19 | Cc1ccc(Nc2nc(NCCN3CCOCC3)nc3nccnc23)cc1C |
| -3 | CCCCOc1cccc(NC(=O)c2ccc(Cl)c([N+](=O)[O-])c2)c1 |
| -3 | Cc1nnc(SCC(=O)N(C)c2ccccc2)n1-n1cccc1 |
| -3 | Cc1cccc(C(C)C)c1NC(=O)C1CCS(=O)(=O)C1 (stereo unspecified) |

Following part:
| mcGAS RapidFire | Compound |
| --- | --- |
| 8 | CC1CC(Sc2nnc3n2CCCCC3)C(=O)O1 (stereo unspecified) |
| -14 | Cc1ccc(F)cc1NC(=O)CNc1nc(-c2cccnc2)nc2c1CNC2 |
| -1 | Cc1cc(NC(=O)CC2(C)N=C(c3ccc(N(C)C)cc3)N(C)O2)n(C)n1 (stereo unspecified) |
| -10 | CC1CCC(C(C)C)C(OP(=O)(Nc2cccnc2)c2ccccc2)C1 (stereo unspecified) |
| -11 | COc1ccc(OC)c(CN(Cc2ccc(C#N)cc2)C2CC2)c1 |
| -8 | CCCCc1ccc(N2CC(C)Cn3c2nc2c3c(=O)n(C)c(=O)n2C)cc1 (stereo unspecified) |
| -11 | CC1ON=C(c2ccccc2F)N(Cc2ccccc2F)C1=O (stereo unspecified) |
| -5 | Cc1ccc(N2Cc3ccccc3C2=O)cc1 |
| -15 | CCN(c1ccccc1C(=O)OC)S(=O)(=O)c1ccccc1OC |
| -10 | CC1C(C(F)(F)F)OC(=O)N1c1ncccc1NS(=O)(=O)c1cccc(Cl)c1 (stereo unspecified) |
| -8 | O=C(C1CC=CCC1)N1CCc2[nH]nc(-c3ccc(F)c(F)c3)c2C1 (stereo unspecified) |
| -16 | COc1ccc(C(=O)COC(=O)C2CC(=O)N(c3ccc(C(=O)OC(C)C)cc3)C2)cc1 (stereo unspecified) |
| 1 | CCC(C)NC(=O)CSc1nc2ccccc2n1C (stereo unspecified) |
| 1 | C=Cn1c(C)c(C=C2C(=O)OC3(CCCCC3)OC2=O)c2ccccc21 |
| 9 | O=c1oc2ccccc2c(O)c1C=NN1CCOCC1 |
| 0 | Cc1ccc(S(=O)(=O)C(C#N)c2cnn(-c3ccccc3)c(=O)c2Br)cc1 (stereo unspecified) |
| -14 | COC(=O)N1CC(NC(=O)c2ccc(OC)c(-c3ccccc3)c2)C1 |
| 0 | Cc1cc(C)c(C(=O)N2CCC(n3cc(C4CC4)nn3)CC2)cc1C |
| 10 | CC(NC(=O)C(C)(C)NC(=O)c1cccs1)c1ncn[nH]1 (stereo unspecified) |
| -27 | Cc1ccc(NC2(C(=O)N3CCC4(CC3)CNC(=O)C4)CCCC2)cc1 |
| -12 | COCCN1C(=O)/C(=C/c2ccc(Cl)cc2)SC1=S |
| -5 | O=C(c1n[nH]c2c1CCC2)N(CC1CCC1)CC(F)(F)F |
| -3 | CCOC(=O)CCC(=O)N(CCc1ccccc1)CC(=O)Nc1cc(C(C)(C)C)nn1-c1ccccc1C |
| -3 | CONC(=O)c1ccc(NC(=O)OC)cc1 |
| 0 | O=C(CN=C1NS(=O)(=O)c2ccccc21)NC1CCCN(Cc2ccccc2)C1 (stereo unspecified) |
| -8 | Cc1cc(C)n(Cc2ccc(C(=O)NCCS(=O)(=O)N(C)C)cc2)n1 |
| 0 | O=S(=O)(NCCOc1ccccc1F)c1ccc2c(c1)OCCO2 |
| -7 | CCNC(=O)C1(C)CCCN(Cc2cccc3c2OCCO3)C1 (stereo unspecified) |
| -5 | COc1ccc2c(c1)C1(NCCS1)C(=O)N2Cc1cccc(C(F)(F)F)c1 (stereo unspecified) |
| -13 | CCCn1c(C)cc(C(=O)CN2C(=O)NC3(CCCCCC3)C2=O)c1C |
| -2 | Fc1ccc(-n2c(Cn3nnc4ccccc43)n[nH]c2=S)cc1 |
| -2 | c1ccc(CNc2nc3nonc3nc2N2CCCC(OCc3cccnc3)C2)cc1 (stereo unspecified) |
| 23 | O=C(O)c1ccc(-c2ccc(OC(F)F)cc2)s1 |
| -4 | O=C(CCC1CCN(Cc2ccc3c(c2)OCCO3)CC1)NCc1cccnc1 |
| 0 | O=C(O)c1ccc2c(c1)OCO2 |
| -14 | Cc1ccccc1NC(=O)N1C[C@H]2OC(=O)N(CCc3ccccn3)[C@H]2C1 |
| -17 | COc1nn(C)cc1C(=O)NC1CC(C)CC(C)(C)C1 (stereo unspecified) |
| -10 | O=C(Nc1ccc(OC2CCCC2)cc1)Nc1ccccn1 |
| -5 | CC(=O)c1ccc(N2C(=O)C(C)Oc3cc(Cl)ccc32)cc1 (stereo unspecified) |
| -10 | Cc1ccsc1[C@@H]1CCN(C(=O)c2ccc(=O)n(C)n2)C[C@H]1O |
| -17 | CCN(C(=O)Nc1cnn(C)c1)C1CCN(c2ccccc2)C1=O (stereo unspecified) |
| -13 | COc1ncccc1CNC(=O)Nc1ccc(C)c(F)c1 |
| 4 | C=C(C)C1CC=C(CN(CCCN(C)C)CCCN(C)C)CC1 (stereo unspecified) |
| -9 | Cc1nc2ccc(I)cn2c1C=NNc1ccc(Cl)cc1 |
| -3 | O=C(C1CCCC1)N1CCCC(OCc2cccc(C(F)(F)F)c2)C1 (stereo unspecified) |
| -4 | Cc1c(C(=O)NCc2ccc3c(c2)OCCO3)sc(=O)n1Cc1ccccn1 |
| -4 | C=CCN(CC=C)C(=O)CSc1nc2ccsc2c(=O)n1-c1ccccc1 |
| -19 | O=C(NCc1ccccc1-n1ccnc1)c1cn(CC2CCCNC2)nn1 (stereo unspecified) |
| 1 | COC(=O)c1ccc(C)c(OC(=O)c2cc(F)c(Cl)nc2Cl)c1 |
| -48 | Cc1cc(C)c(C(N)=O)c(=O)[nH]1 |
| -3 | CC(C)C(C)NC(=O)Cn1nnc(-c2ccc(F)cc2)n1 (stereo unspecified) |
| -7 | COCCn1c(C)cc(O)c(C(c2ccc(C)cc2)N2CCN(C)CC2)c1=O (stereo unspecified) |
| -29 | CC(C)c1ocnc1C(=O)N1CCc2onc(-c3ccc(F)c(F)c3)c2C1 |
| -9 | CCN(CC)c1ccc2c(Cl)c(I)c(=O)oc2c1 |
| -16 | O=C(Nc1ccc(N2CCOCC2)cc1N1CCOCC1)C1CC1 |
| -1 | COc1ccc(C)c2sc(N(CCN3CCOCC3)C(=O)c3ccno3)nc12 |
| 2 | COc1ccc(CC(=O)N2CCCC(CCC(=O)NCc3ccc(F)c(F)c3)C2)cc1 (stereo unspecified) |
| 6 | Cc1onc(-c2ccccc2Cl)c1C(=O)N1CCC(C)CC(C)(C)C1 (stereo unspecified) |
| 17 | c1ccc2c(c1)CN(c1ncnc3c1CCNC3)CCO2 |
| -3 | CC(C)(C)n1ncc2c(=O)n(NC(=O)c3cccc(C(F)(F)F)c3)cnc21 |

More entries follow.
| mcGAS RapidFire | Compound |
| --- | --- |
| -16 | Cc1ccccc1CSc1nc2nc[nH]c2c(=O)[nH]1 |
| 0 | COc1ncnc(N(C)C)c1NC(=O)CCc1cccc(Cl)c1Cl |
| 3 | CN1CCN(c2nc3c(c(=O)[nH]c(=O)n3C)n2Cc2cccc3ccccc23)CC1 |
| -17 | CCC(CC)(CO)NC(=O)Nc1cccnc1C |
| -7 | CCOC(=O)Cn1c(C)cn2c3c(=O)[nH]c(=O)n(C)c3nc12 |
| -10 | Cc1c(C#N)c(NC(=O)CN2CCC(O)CC2)n(-c2ccc(F)cc2)c1C |
| -14 | O=C1CCCCN1CCn1ccnc1-c1ccccc1-c1ccco1 |
| -9 | COCCN1CCN(C(=O)c2cc(Cn3ccc4ccccc43)[nH]n2)CC1 |
| -1 | O=S(=O)(NC1CCCc2ccccc21)c1c(F)cc(F)cc1Br (stereo unspecified) |
| 2 | CNC(=O)c1ccc(=O)n(Cc2csc(-c3ccc(C(C)C)cc3)n2)c1 |
| -13 | O=C(O)CCC(=O)Nc1nccs1 |
| -18 | Nc1nc(NC2CC2)cc(-c2ccccc2CN2CCOCC2)n1 |
| 0 | Cc1cccc(C)c1NC(=O)CN(C)C(=O)COC(=O)c1cnn(C)c1 |
| 4 | O=C(Nc1cc(Cl)ccc1O)C1CCN(C(=O)C2CC2c2ccccc2Cl)CC1 (stereo unspecified) |
| 25 | O=C(NCc1nnnn1C1CCCCC1)Nc1ccc2c(c1)OCO2 |

Bioassay records from PubChem BioAssay.
